From PubChem
SRC1 inh: inhibitors of human steroid receptor coactivator 1 (SRC1) | Q15788 | HEK293 GAL4-SRC1 luciferase reporter, luminescence | inhibition, % at 3.6 µM | actives 0.12% (n = 360,000) | AID 588354;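 active means inhibition above the campaign mean plus 3 SD, with each screening campaign given its own cutoff, cut at about 60% in these data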;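 further: 0% = DMSO treated cells and 100% = gossypol at 36 µM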
Target sequence (Q15788 whole entry, looked up, the tested form may be a part): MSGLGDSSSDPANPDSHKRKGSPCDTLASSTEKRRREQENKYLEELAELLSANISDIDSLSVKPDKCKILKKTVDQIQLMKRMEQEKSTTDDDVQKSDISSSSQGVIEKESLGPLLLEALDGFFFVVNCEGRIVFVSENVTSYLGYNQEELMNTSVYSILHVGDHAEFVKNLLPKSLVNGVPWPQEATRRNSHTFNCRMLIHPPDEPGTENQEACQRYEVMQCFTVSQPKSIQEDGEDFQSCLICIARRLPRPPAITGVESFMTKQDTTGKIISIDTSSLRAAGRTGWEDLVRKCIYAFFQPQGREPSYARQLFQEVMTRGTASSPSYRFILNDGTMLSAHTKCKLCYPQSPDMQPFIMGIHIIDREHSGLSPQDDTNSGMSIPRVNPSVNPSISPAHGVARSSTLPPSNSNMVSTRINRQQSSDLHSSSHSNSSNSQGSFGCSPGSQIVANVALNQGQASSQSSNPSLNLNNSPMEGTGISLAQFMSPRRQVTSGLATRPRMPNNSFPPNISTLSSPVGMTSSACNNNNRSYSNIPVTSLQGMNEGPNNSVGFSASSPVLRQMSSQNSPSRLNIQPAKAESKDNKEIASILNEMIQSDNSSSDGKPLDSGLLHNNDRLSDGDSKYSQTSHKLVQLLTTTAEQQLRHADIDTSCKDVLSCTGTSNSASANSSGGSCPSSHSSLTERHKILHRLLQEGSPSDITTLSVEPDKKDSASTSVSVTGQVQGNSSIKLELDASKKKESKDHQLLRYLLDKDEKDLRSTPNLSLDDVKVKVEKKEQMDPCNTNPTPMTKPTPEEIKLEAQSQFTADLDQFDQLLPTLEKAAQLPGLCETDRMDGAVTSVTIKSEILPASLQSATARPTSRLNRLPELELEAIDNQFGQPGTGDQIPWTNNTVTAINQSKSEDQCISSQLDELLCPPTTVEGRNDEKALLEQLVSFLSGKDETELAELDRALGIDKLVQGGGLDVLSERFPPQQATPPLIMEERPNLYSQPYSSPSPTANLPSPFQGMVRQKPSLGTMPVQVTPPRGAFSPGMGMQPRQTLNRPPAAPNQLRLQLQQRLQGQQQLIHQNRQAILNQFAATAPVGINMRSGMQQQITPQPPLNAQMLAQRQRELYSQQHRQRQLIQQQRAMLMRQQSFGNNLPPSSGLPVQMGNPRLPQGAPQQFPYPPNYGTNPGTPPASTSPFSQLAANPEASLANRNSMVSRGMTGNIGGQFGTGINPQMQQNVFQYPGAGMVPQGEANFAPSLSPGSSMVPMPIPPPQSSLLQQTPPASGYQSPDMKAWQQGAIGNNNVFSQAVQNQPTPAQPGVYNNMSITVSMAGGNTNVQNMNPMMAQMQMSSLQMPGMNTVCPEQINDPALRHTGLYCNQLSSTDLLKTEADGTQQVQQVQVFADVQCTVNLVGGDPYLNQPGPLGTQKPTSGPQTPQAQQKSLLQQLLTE
TROY signal inh: blocks TROY-dependent signaling in reporter cells; actives 0.98% (n = 360,000); Q293 LMP1-TROYcd NF-kB luciferase reporter, 4 h; AID 1347056; inhibition, % at 10 µM;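 active means compounds whose plate-normalised and pattern-corrected inhibition of the luciferase reporter signal at the single screening dose is 50% or more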
TWEAK-Fn14 inh: TWEAK-Fn14 signaling inhibition | TWEAK-stimulated Fn14 reporter cells, luciferase luminescence, 8 h | inhibition, % at 10 µM | actives 2% (n = 360,000) | AID 1159606; in the data active means inhibition above about 50%
C8 TRAIL sens: sensitizes caspase-8 expressing cells to TRAIL. NB7+C8 cells + TRAIL, ATPlite viability luminescence. inhibition (viability loss, TRAIL sensitization), % at 10 µM. actives 1% (n = 360,000). AID 624354;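 active means compounds causing at least 50% loss of cell viability in the single-dose screen, relative to plate controls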
NR2F2 inh: inhibitors of human COUP-TFII (NR2F2) | P24468 | HEK293T NGFI-A luciferase reporter, luminescence | inhibition, % at 8.6 µM | actives 0.7% (n = 370,000) | AID 686940;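 active means inhibition above a per-plate cutoff, mean inhibition of test wells between control levels plus 3 SD, cut at about 38% in these data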;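 further: cells cotransfected with COUP-TFII expression vector driving the NGFI-A reporter; 0% = median of COUP-TF2 test wells and 100% = reporter-only cells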
TLR9-MyD88 inh: inhibitors of human TLR9-MyD88 binding; CHO BLA complementation TLR9-MyD88, CCF4 FRET ratio; inhibition, % at 4.98 µM; Q9NR96+Q99836; actives 0.21% (n = 340,000);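 active means inhibition above the mean over all tested compounds plus 3 SD, cut at about 21% in these data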;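 further: 0% = DMSO only wells and 100% = clavulanate BLA inhibitor control wells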
NOD2 RIPK2 PPI: inhibitors of human NOD2-RIPK2 interaction | O43353 | CHO BLA complementation NOD2-RIPK2, CCF4 ratio | inhibition, % at 4.98 µM | actives 0.38% (n = 360,000) | AID 624267; in the data active means inhibition above about 21%;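 further: 0% = vehicle only and 100% = reference blocker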
LMP1 NFkB inh: inhibitors of Epstein-Barr LMP1-induced NF-kappaB reporter. actives 0.69% (n = 350,000). AID 504558. LMP1-induced NF-kappaB luciferase reporter cells, luminescence. inhibition, % at 12.5 µM; in the data active means inhibition above about 41%;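 further: 0% = neutral control wells and 100% = reference inhibitor control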
NCOA2 inhibitor: human SRC2 (NCOA2) inhibition. HEK293 GAL4-SRC2 luciferase reporter, luminescence. inhibition, % at 9 µM. actives 0.17% (n = 370,000). AID 651957;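 active means inhibition above the mean inhibition of all tested compounds plus 3 SD, set per campaign, cut at about 52% in these data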;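 further: 0% = DMSO treated cells and 100% = cells given Gossypol at 36 µM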
NR5A2 inv ag: NR5A2 inverse agonism in reporter assay | O00482 | HEK293T StAR-luciferase reporter, LRH-1 transfected, 24 h | inhibition, % at 3.6 µM | actives 0.13% (n = 360,000) | AID 602396;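 active means inhibition above the mean inhibition of all tested compounds plus 3 SD, cut at about 73% in these data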;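 further: 0% = DMSO wells and 100% = reporter-only cells lacking LRH-1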
NCOA3 inh: human NCOA3 inhibition | Q9Y6Q9 | inhibition, % at 3.6 µM | actives 0.17% (n = 360,000) | AID 588352 | HEK293 GAL4-SRC3 luciferase reporter, luminescence;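 active means inhibition above a per-campaign cutoff, the mean of all compounds plus 3 SD, cut at about 60% in these data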;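 further: 0% = DMSO-treated cells and 100% = gossypol-treated cells at 36 µM; higher means less SRC3-driven luciferase light from the GAL4 reporter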
Active calls of the source: *; · = not tested or not shown. Only part of the results is shown; rates above refer to the full screens.

SMILES	SRC1 inh	TROY signal inh	TWEAK-Fn14 inh	C8 TRAIL sens	NR2F2 inh	TLR9-MyD88 inh	NOD2 RIPK2 PPI	LMP1 NFkB inh	NCOA2 inhibitor	NR5A2 inv ag	NCOA3 inh
COc1ccc(Nc2nccc(N(C)C)c2C#N)cc1	-22	-3	4	3	-3	·	-12	-5	-5	-27	-13
COc1cccc(N2CC(C(=O)Nc3nnc(SCCC4OCCO4)s3)CC2=O)c1 (centres undefined)	-2	-21	-9	-8	-1	5	19	5	4	3	-3
COc1ccccc1CNc1ncccn1	8	10	12	-14	21	0	10	-1	-37	-11	-9
Cc1cccc(N2CCN(C(=O)c3ccc4nc[nH]c4c3)CC2)c1C	0	20	-1	-9	20	1	-5	12	15	-12	10
CN(Cc1ccccc1)C(=O)c1[nH]cnc1C(=O)Nc1ccccc1	-13	-14	-5	2	-18	3	5	7	-23	-8	2
CC(C)(C)OC(=O)N1CCCN(C(c2ccnc3ccccc23)c2nnnn2-c2ccc3c(c2)OCCO3)CC1 (centres undefined)	·	-26	3	0	15	·	-3	·	23	14	·
O=C1c2ccccc2C(O)(c2ccccc2)N1c1ccc([N+](=O)[O-])cc1Cl (centres undefined)	9	15	8	-2	-9	-3	-5	-1	0	31	6
O=C(Nc1ncn[nH]1)c1ccccc1Br	-3	-5	13	5	1	-5	-15	1	-11	-2	14
Cc1ccc(-n2c(CNc3ccc(F)cc3)nnc2SCC(=O)NCc2ccco2)cc1	4	-7	0	-22	6	2	3	0	-5	5	-13
CN(C)C1CN(Cc2cn(Cc3cccc(Cl)c3)nn2)S(=O)(=O)C1 (centres undefined)	·	-5	0	2	1	·	-11	·	2	24	·
CC(=O)c1cccc(OCc2cc(C(=O)N3CC4C[C@@H]5CC3C[C@H](C4)C5)no2)c1	-7	-13	-22	-7	17	11	5	-2	-5	19	3
Cc1ncc(CN2CCC(N3CCC(C(=O)N4CCCC4)CC3)CC2)s1	-1	3	-8	-10	·	-7	-10	1	·	1	8
CCOc1ccc(C(=O)/C=C/c2cc(OC)c(OC)c(OC)c2)cc1	-30	29	42	15	16	-5	-6	6	5	3	15
CCc1ccc(-c2c(C)sc(NC(C)=O)c2C(N)=O)cc1	-23	24	7	-6	35	9	-1	30	25	-16	13
Cc1nnc(SCC(=O)NCC2CCCCC2)n(N)c1=O	-1	2	-20	5	3	-10	-6	-8	1	-1	-1
CC(=O)NS(=O)(=O)c1ccc(NC(=O)CC(C)c2ccccc2)cc1 (centres undefined)	-1	-3	-14	2	-5	-4	-10	-4	7	1	-2
Cc1cc(C)c2nc(C)cc(Nc3ccc(C(=O)NCCO)cc3)c2c1	-40	-27	-19	0	13	-2	-4	-7	-4	-30	8
CCCCOc1cccc(/C=C(\C#N)C(=O)NC2CC2)c1	-1	-15	-6	3	2	1	11	0	-13	-16	10
COc1ccc(CSc2nc(C)cc(C)c2C#N)cc1	4	21	-13	1	3	0	-12	1	0	5	21
Cn1c(SCc2ccccc2)nc(C(F)(F)F)cc1=O	11	0	20	2	-3	-10	-11	6	-7	1	-15
CCOC(=O)c1c(C)[nH]c(C(=O)N/N=C/c2ccc(OC)c(OC)c2)c1C	19	-8	-16	16	-17	-1	4	4	12	7	-2
O=C(CNC(=O)c1ccco1)NCC(=O)OCc1cccc(C(=O)Oc2ccccc2)c1	13	6	10	-10	-13	-4	-5	-1	-21	3	4
C=CCNC(=O)CN1C(=O)c2cccc3cccc1c23	14	12	4	-6	-25	8	8	-1	-9	-2	-16
CC(=O)c1c(C)[nH]c(C(=O)OCC(=O)N2CCc3ccccc3C2)c1C	-8	-3	11	6	-7	8	0	-49	30	21	3
CCc1noc(C)c1C(=O)Nc1nc(-c2cc(C)ccc2C)c(C)s1	24	1	0	-5	2	-1	-11	12	11	8	25
CC(C)CCNC(=O)NC(=O)COC(=O)C1CCN(S(=O)(=O)c2ccccc2F)CC1	0	3	-20	15	5	3	-6	5	-1	3	5
Cc1ccccc1C(=O)NC1CCN(Cc2nnnn2C(C)(C)C)CC1	-40	2	3	7	14	-1	-8	-47	13	-8	-1
CC(NC(=O)COc1cc(=O)n(C)c2ccccc12)c1ccc2c(c1)OCCO2 (centres undefined)	-19	7	-15	-6	6	1	-3	-7	-27	-5	6
COC(=O)c1ccccc1NC(=O)NC1CC1	10	-2	-1	-3	-13	-5	-9	-1	-3	5	-6
CCOC(=O)N/N=C(\C)c1ccc(OC(F)F)cc1OC(F)F	-37	-9	3	1	-16	-1	-11	6	-9	-3	5
O=c1c2cc(Br)ccc2nc(-c2cccc(C(F)(F)F)c2)n1O	-2	41	-1	26	-9	-12	-3	16	6	-24	5
OC(CSc1ccc(F)cc1)CN1CCN(c2ccccc2)CC1 (centres undefined)	-13	0	-7	4	-5	-1	-8	5	-2	16	21
Cc1cn(CC(=O)N(C)Cc2ccco2)c(=O)[nH]c1=O	4	-8	13	1	-16	1	-3	2	-15	0	-36
O=C(NC(=S)Nc1ccc(N2CCCC2)cc1)c1ccccc1[N+](=O)[O-]	-23	-40	-29	19	-12	-17	-7	1	-8	-28	-6
COc1ccc2c(c1OC)C(=O)N1N=C(c3ccc(O)cc3)CC21 (centres undefined)	-11	3	-1	-2	-12	0	8	5	-20	6	-12
O=[N+]([O-])c1ccccc1S(=O)(=O)NC1CC2CCC1C2 (centres undefined)	7	-7	23	10	6	0	7	-11	16	19	7
COc1ccc(-c2nc(NC(=O)c3ccc(OCC(=O)Nc4ccc(F)cc4)c(OC)c3)sc2C)cc1	-7	13	18	16	-6	-4	-13	13	5	3	12
COc1cc(NC(=O)C2CCC(CNc3c(N4CCCCC4)c(=O)c3=O)CC2)cc(OC)c1 (centres undefined)	-3	-4	-5	-1	-12	9	-8	0	9	-2	-27
Cc1onc(-c2c(Cl)cccc2Cl)c1NC(=O)NC1CCSC1 (centres undefined)	-1	-8	7	-12	-9	·	-5	·	-8	-8	7
CC(C)C(=O)NCC(c1ccc2c(c1)OCO2)N1CCOCC1 (centres undefined)	-39	-25	10	0	19	1	-2	-3	-6	-15	0
CCOC(=O)C1CCCN(S(=O)(=O)c2ccc(Br)s2)C1 (centres undefined)	10	-6	-3	-17	-2	-2	-4	-7	-1	-14	-9
CCNc1nc(NCC)nc(OCCOC(=O)COc2ccc(Cl)cc2Cl)n1	-20	·	86*	-15	4	-3	3	-7	-19	14	-3
O=C1C2CC=CCC2C(=O)N1n1cnnc1 (centres undefined)	15	4	-4	28	-17	3	5	9	3	4	3
Cc1cc(C(=O)COC(=O)c2ccc(O)cc2O)c(C)n1-c1ccc(OC(F)F)cc1	2	3	15	29	36	-8	1	17	36	28	20
COc1ccc(CN=C(Nc2ccccc2)SC2CC(=O)N(C)C2=O)cc1 (centres undefined)	-10	-16	-29	26	-7	4	-2	-8	-9	23	-2
Cc1ccccc1N1CC(C(=O)N2CCCCCC2)CC1=O (centres undefined)	-35	2	16	0	-17	-3	6	0	-38	-8	-16
Nc1cc(=O)[nH]c(SCC(=O)Nc2cc(Cl)cc(Cl)c2)n1	14	-27	2	-12	-16	-8	-3	-12	-9	-6	0
CCC/C=N/NC(=O)c1[nH]c2c([N+](=O)[O-])cccc2c1C	-237	13	7	-5	3	7	1	-11	-5	11	16
COc1ccc(S(=O)(=O)NCCOc2ccccc2)cc1OC	5	8	8	-7	6	-7	5	5	9	-3	-6
Brc1ccccc1OCCCCN1CCCCC1	-7	-5	2	12	-10	-10	-11	4	-17	-16	-11
CNC(=S)/N=C(/Nc1ccccc1)c1ccccc1	-11	18	-4	8	-7	8	-11	3	-39	2	7
CCn1c2ccccc2c2cc(NC(=O)C(C)OC(=O)c3ccc(NC(=O)CC#N)cc3)ccc21 (centres undefined)	-7	14	-28	40	8	0	-8	3	-6	-3	-9
C#CCN(C[C@@H]1[C@@H](OC(=O)NC2CC2)[C@@H](OC(=O)NC2CC2)Cn2c(=O)ccc(=O)n21)S(=O)(=O)c1ccc(C)cc1	16	14	5	21	-13	12	-12	4	16	1	18
CC(C)[C@H](NC(=O)OC(C)(C)C)c1nnc(SCC(=O)Nc2ccc(Br)cc2)o1	-7	-3	-6	14	-10	-3	-6	8	-1	-7	16
Cc1ccc(C(=O)NCc2ccccn2)cc1NC1=NC2CS(=O)(=O)CC2S1 (centres undefined)	8	-3	12	0	-7	2	-5	1	-1	-16	12
COc1ccccc1CNC(=O)C[C@@H]1C[C@H]2c3cc(N(C)C)ccc3O[C@H]2[C@H](CO)O1	-18	2	16	7	0	-2	5	-13	-3	-4	4
CSCC[C@H](NC(=O)OC(C)(C)C)C(=O)N1CCC(C(=O)N[C@@H](C)C(=O)NCc2ccc(F)cc2)CC1	-4	3	15	1	-3	-7	-10	2	17	5	1
Cc1ccc(N2C(=O)C3CCCN3C2=S)cc1C (centres undefined)	-30	-45	19	0	2	5	-4	7	-11	-27	1
CC1=C(C(=O)Nc2ccccc2)C(c2cccs2)C(C#N)=C(SCC#N)N1 (centres undefined)	-4	-20	13	-7	2	2	-4	9	1	-12	18
COc1cc(NC(=O)C2=CC(c3ccc(C)cc3)=NS(=O)(=O)N2C)cc(OC)c1OC	-18	-1	6	5	-12	-4	-18	2	14	4	6
Remaining list, next part.
SMILES	SRC1 inh	TROY signal inh	TWEAK-Fn14 inh	C8 TRAIL sens	NR2F2 inh	TLR9-MyD88 inh	NOD2 RIPK2 PPI	LMP1 NFkB inh	NCOA2 inhibitor	NR5A2 inv ag	NCOA3 inh
CC(C)CCOc1ncnc2c1sc1nc3c(cc12)CSC(C)(C)C3	-20	-6	-1	4	-21	3	7	-5	14	-12	-24
Cc1ccc(S(=O)(=O)NC(=O)C2(C)CCN2C(=O)C2(c3ccc(Cl)cc3)CC2)nc1 (centres undefined)	-1	3	8	1	7	·	-7	·	-29	8	11
CCc1nc2ccccc2c(C(=O)OCC(=O)N(CC(C)C)c2c(N)n(Cc3ccccc3)c(=O)[nH]c2=O)c1C	-1	1	8	-9	-13	4	-3	6	-13	-6	0
CC1(C)Oc2ccc3ccc(=O)oc3c2[C@@H](O)[C@H]1O	-14	-15	1	-1	-6	5	0	-2	11	1	-2
Cc1ccc(NC(=O)C(=O)NCC2CCCO2)cc1C (centres undefined)	-93	-50	-16	9	-39	-11	-15	-15	-24	-85	-63
Cc1cc(-n2c(C)cc(C(=O)CN3C(=O)NC4(CCCCCC4)C3=O)c2C)no1	-24	-4	-10	8	6	3	-10	-2	-21	-9	-21
COc1ccc(Cc2noc(CN3CCC(c4ccncc4)CC3)n2)cc1OC	-3	17	13	29	12	-5	-10	3	1	3	17
Oc1cccc(/C=N/n2c(C3CCCCC3)n[nH]c2=S)c1	3	11	-4	23	15	-14	-12	0	5	-1	-4

Part of the list above, reduced to NR2F2 inh:
SMILES | NR2F2 inh
Cc1nnc(SCC(=O)NCC2CCCCC2)n(N)c1=O | 3
CCCCOc1cccc(/C=C(\C#N)C(=O)NC2CC2)c1 | 2
